# HEK293 NOD2/NF-kB = inhibition of NOD2-driven NF-kB reporter – cell-based, luminescence, uHTS, HEK293 (AID 1566); HEK293 NOD2/NF-kB luciferase reporter, luminescence; higher % means a stronger effect; inhibition, % at 4 µM; hits with a dose series show EC50 in µM; actives 0.63% (n = 290,000); note: many of its hits are not listed in these tables
# GPR35 arrestin U2OS = GPR35 antagonists blocking zaprinast-driven arrestin recruitment, primary screen, imaging, U2OS, beta-arrestin-GFP, zaprinast agonist (AID 2058). U2OS GPR35 beta-arrestin-GFP translocation imaging, zaprinast antagonism; higher % means a stronger effect. inhibition, % at 10 µM, or IC50 in µM where a hit was titrated. actives 0.052% (n = 290,000);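 active = inhibition of at least 50% with at least 30 cells and total cytoplasm GFP at most 10,000,000; inconclusive = under 30 cells or total GFP of 10,000,000 plus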
# GPR55 antagonists = GPR55 antagonists blocking LPI-driven arrestin recruitment, primary screen, imaging, U2OS, beta-arrestin-GFP, LPI agonist (AID 2013) | U2OS GPR55 beta-arrestin-GFP translocation imaging, LPI antagonism; higher % means a stronger effect | inhibition, % at 10 µM, or IC50 in µM where a hit was titrated | actives 0.13% (n = 290,000);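 active = spots per cell inhibited over 60%, with over 100 cells counted and total cytoplasm intensity under 500,000; inconclusive = wells with under 100 cells, flagged as likely toxic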;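 note: U2OS cells stably carrying GPR55 and arrestin-GFP stimulated by 5 µM LPI near EC80; imaged beta-arrestin-GFP aggregate spots per cell after agonist stimulation; plate controls were LPI-stimulated DMSO wells for no effect and DMSO wells without LPI for full effect; some results filed as inactive read as strong as hits; confirmed hits need IC50 under 10 µM and bright autofluorescent wells are also inconclusive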
# Myeloid diff MLP = myeloid differentiation induction | calls only at 10 µM | actives 1% (n = 360,000) | ER-HoxA9 myeloid progenitors, lysozyme-GFP differentiation, flow cytometry;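 active = normalized GFP-positive differentiation at or above the plate's own cutoff, the solvent-only control mean plus 3 SD; inconclusive = no clear call, values can overlap the other calls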;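 note: cells exposed to compound for four days before flow analysis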
# HIV fusion peptide = inhibitors of HIV fusion peptide binding, primary screen, biochemical, uHTS, fluorescence dequenching (AID 1986); cell-free peptide binding, fluorescence dequenching, 30 min; higher % means a stronger effect; one-dose inhibition, % at 20 µM; IC50 in µM for titrated hits; actives 0.3% (n = 290,000); in the data active = inhibition mostly above about 52%, no sharp cut-off; inactive = mostly below about 76%; note: some results filed as inactive read as strong as hits
# GPR55 beta-arrestin = GPR55 agonists via beta-arrestin recruitment, primary screen, imaging, U2OS cells, beta-arrestin-GFP redistribution (AID 1961); U2OS GPR55 beta-arrestin-GFP redistribution imaging; higher % means a stronger effect; activation, % at 10 µM, or EC50 in µM where a hit was titrated; actives 0.048% (n = 290,000);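 active = activation above 40% with more than 50 cells counted in the well; inconclusive = wells holding fewer than 50 cells, flagged as toxic or sparse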;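 note: U2OS osteosarcoma cells stably expressing GPR55 and beta-arrestin-GFP; plate controls were DMSO negative control for no effect and LPI positive control for full effect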
# KOR beta-arrestin-1 = kappa opioid receptor blockers – cell-based, luminescence, uHTS (AID 1778) | KOR beta-arrestin recruitment, luminescence, antagonist mode; higher % means a stronger effect | actives 0.091% (n = 290,000) | one-dose inhibition, % at 10 µM; IC50 in µM for titrated hits; note: strong numbers were not always called active
# NOD1 NF-kB reporter = inhibition of NOD1-driven NF-kB reporter – cell-based, luminescence, uHTS, primary screen (AID 1578) | inhibition, % at 4 µM, or EC50 in µM where a hit was titrated | NOD1-driven NF-kB luciferase reporter cells, luminescence; higher % means a stronger effect | actives 1% (n = 290,000); in the data active = inhibition mostly above about 36%, no sharp cut-off; inactive = mostly below about 34%;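 note: HEK-293T reporter cells stimulated with the NOD1 agonist gamma-tri-DAP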
# KOR beta-arrestin-2 = kappa opioid receptor activators – cell-based, luminescence, uHTS, primary screen (AID 1777) | KOR beta-arrestin recruitment, luminescence; higher % means a stronger effect | one-dose activation, % at 10 µM; EC50 in µM for titrated hits | actives 0.02% (n = 280,000); in the data active = activation above about 50%, passing the limit was not always enough; note: a part of the inactive calls stands beside numbers as strong as those of hits
# Myeloid diff MLP GFP+ MAC1+ % = second read-out of Myeloid diff MLP, no call of its own (marks repeat the call); GFP+ MAC1+ double positive, %; measured here: differentiation confirmed by MAC1 staining
# The depositor's hits bear a star; i = inactive; ? = inconclusive; · = not tested or not shown; [ ] = remark or other dose. Cut-off read from the data, not from the text of the source, unless noted: active = inhibition above about 50%; inactive = the rest. Not all compounds are listed, so the mix of outcomes need not match the whole.
SMILES,HEK293 NOD2/NF-kB,GPR35 arrestin U2OS,GPR55 antagonists,Myeloid diff MLP,Myeloid diff MLP GFP+ MAC1+ %,HIV fusion peptide,GPR55 beta-arrestin,KOR beta-arrestin-1,NOD1 NF-kB reporter,KOR beta-arrestin-2
[O-]/[N+](=C/c1ccc(F)cc1)c1ccc(Cl)cc1,-48%,6%,15%,i,0.7,0.2%,-0.1%,-13%,-86%,-1.1%
Cc1nn(C(=O)CCCn2cc([N+](=O)[O-])cn2)c(C)c1Cl,17%,-15%,1%,i,1.0,0.6%,-0.2%,-4%,-6%,-4.6%
O=C1C2CC=CCC2C(=O)N1c1ccc(OCC(O)Cn2nnc3ccccc32)cc1 (centres undefined),21%,8%,2%,i,2.0,2.8%,0.5%,5%,11%,-6.9%
COc1ccc(C(=O)Nc2ccc(NC(=O)c3cccc(F)c3)cn2)cc1,12%,3%,13%,i,0.3,1.1%,-0.1%,-27%,-44%,3.5%
CCc1cc(=O)oc2c(CNCc3ccc(OC)cc3OC)c(O)c(Cl)cc12,18%,-6%,8%,i,0.4,-1.3%,-0.1%,-8%,-7%,-4.2%
Cc1nn(CCCC(=O)Nc2nccs2)c(C)c1[N+](=O)[O-],9%,20%,14%,i,0.4,0.8%,0.8%,25%,-27%,-1.4%
COC1=C/C(=C/c2c(N)n3nc(CC(=O)N4CCCCC4)sc3nc2=O)C=CC1=O,-23%,-1%,-15%,?,·,20%,-0.2%,-49%,-21%,3.7%
O=C(O)CCSc1nnc(COc2cccc3cccnc23)n1-c1ccccc1,3%,-10%,11%,i,0.2,-0.3%,-0.2%,-11%,-30%,-1.6%
Cc1ccc(S(=O)(=O)/N=C(\N)c2ccc(F)cc2)cc1,0%,2%,10%,i,0.7,-0.2%,-0.5%,-31%,-22%,5.4%
Nc1ccccc1-c1nnc(-c2ccccc2N)n1N,-13%,7%,8%,i,0.3,-1.4%,0.1%,-3%,-33%,-3.1%
C#CCSc1nc(=O)c2cccnc2n1-c1ccc(C)cc1,4%,-4%,0%,i,1.0,0.6%,-0.1%,7%,-7%,0.0%
CCOC(=O)c1cc(=O)n2nc(-c3ccccc3F)nc2s1,-16%,2%,-6%,i,2.2,-2.9%,-0.2%,-65%,21%,-6.8%
CC(=O)c1csc(COc2cc(Cl)cc(Cl)c2)n1,-2%,-5%,8%,i,0.6,0.3%,-0.2%,10%,-13%,1.5%
CCc1ccc(Nc2n[n+](-c3ccccc3)c(-c3ccc(C(=O)O)cc3)s2)cc1,7%,-8%,0%,i,2.4,12%,1.8%,-38%[20 µM],17%,5.0%
O=C(CCCl)Nc1cc(SCCO)cc([N+](=O)[O-])c1,17%,7%,16%,i,2.2,0.1%,0.0%,14%,-4%,-2.3%
CN1CCN(C(=O)c2ccc3c(c2)OCCO3)CC1,11%,-4%,14%,i,1.6,0.7%,0.4%,-6%,-4%,-3.6%
O=C(O)Cn1c2c(c3ccccc31)CSc1ccc(Cl)cc1-2,8%,-1%,10%,i,0.8,55%*,0.0%,-19%,-19%,0.9%
CC(C)C[C@@H](C(=O)NC1CCN(Cc2ccccc2)CC1)N1C(=O)N2CCc3c([nH]c4ccccc34)[C@@]2(C)C1=O,-34%,20%,4%,i,1.8,3.7%,1.7%,10%[20 µM],24%,-1.1%
c1ccc2nc3ccccc3nc2c1,-14%,-5%,-12%,i,3.0,3.7%,-0.1%,-67%,-43%,2.0%
O=C(NCc1ccco1)c1cnn2c(C(F)(F)F)cc(-c3cccs3)nc12,18%,4%,8%,i,0.2,9.3%,0.7%,1%,8%,0.5%
COC(=O)c1sccc1NC(=S)Nc1ccc(OC)cc1,-12%,11%,6%,i,0.2,-1.9%,0.2%,4%,-21%,5.0%
CCOc1ccccc1Oc1nc(-c2ccccc2O)nc2ccccc12,-1%,-1%,5%,i,0.4,-0.7%,0.0%,7%,4%,-2.4%
COc1ccc(C(=O)/C=C/N(C)C)cc1OC,8%,-16%,-2%,i,0.2,3.1%,0.7%,9%,-15%,-4.4%
CCN(C(=O)CSc1nc2ccccc2c(=O)n1-c1cccc(C)c1)C1CCS(=O)(=O)C1 (centres undefined),13%,2%,-2%,i,0.3,-1.2%,-0.4%,18%,-19%,-5.8%
C/C(=N\NC(=O)C1CC1)c1ccc(C(C)(C)C)cc1,-10%,-8%,4%,i,1.1,-0.1%,-0.1%,-10%,-40%,9.9%

# Part of the list above in order of length of the SMILES, lowest first:
SMILES,HEK293 NOD2/NF-kB,GPR35 arrestin U2OS,GPR55 antagonists,Myeloid diff MLP,Myeloid diff MLP GFP+ MAC1+ %,HIV fusion peptide,GPR55 beta-arrestin,KOR beta-arrestin-1,NOD1 NF-kB reporter,KOR beta-arrestin-2
COc1ccc(C(=O)/C=C/N(C)C)cc1OC,8%,-16%,-2%,i,0.2,3.1%,0.7%,9%,-15%,-4.4%
Nc1ccccc1-c1nnc(-c2ccccc2N)n1N,-13%,7%,8%,i,0.3,-1.4%,0.1%,-3%,-33%,-3.1%
CN1CCN(C(=O)c2ccc3c(c2)OCCO3)CC1,11%,-4%,14%,i,1.6,0.7%,0.4%,-6%,-4%,-3.6%
CC(=O)c1csc(COc2cc(Cl)cc(Cl)c2)n1,-2%,-5%,8%,i,0.6,0.3%,-0.2%,10%,-13%,1.5%
C/C(=N\NC(=O)C1CC1)c1ccc(C(C)(C)C)cc1,-10%,-8%,4%,i,1.1,-0.1%,-0.1%,-10%,-40%,9.9%
O=C(CCCl)Nc1cc(SCCO)cc([N+](=O)[O-])c1,17%,7%,16%,i,2.2,0.1%,0.0%,14%,-4%,-2.3%
COc1ccc(C(=O)Nc2ccc(NC(=O)c3cccc(F)c3)cn2)cc1,12%,3%,13%,i,0.3,1.1%,-0.1%,-27%,-44%,3.5%
O=C(NCc1ccco1)c1cnn2c(C(F)(F)F)cc(-c3cccs3)nc12,18%,4%,8%,i,0.2,9.3%,0.7%,1%,8%,0.5%
CCc1ccc(Nc2n[n+](-c3ccccc3)c(-c3ccc(C(=O)O)cc3)s2)cc1,7%,-8%,0%,i,2.4,12%,1.8%,-38%[20 µM],17%,5.0%
CCN(C(=O)CSc1nc2ccccc2c(=O)n1-c1cccc(C)c1)C1CCS(=O)(=O)C1 (centres undefined),13%,2%,-2%,i,0.3,-1.2%,-0.4%,18%,-19%,-5.8%

# Remaining list, next part.
SMILES,HEK293 NOD2/NF-kB,GPR35 arrestin U2OS,GPR55 antagonists,Myeloid diff MLP,Myeloid diff MLP GFP+ MAC1+ %,HIV fusion peptide,GPR55 beta-arrestin,KOR beta-arrestin-1,NOD1 NF-kB reporter,KOR beta-arrestin-2
Cc1ccc(S(=O)(=O)N(C)c2ccccc2)cc1,-15%,-7%,12%,i,0.7,-1.7%,-0.2%,-32%,-19%,-4.4%
COc1ccc(-c2cnn3cc(-c4cccc(Cl)c4)cnc23)cc1,-4%,1%,0%,i,0.7,1.2%,0.0%,-12%,-5%,-2.3%
COc1ccc(-c2c3c(cc(C)[n+]2[O-])oc2ccc(OC)cc23)cc1,15%,0%,1%,i,0.1,-0.5%,0.4%,12%,-20%,9.1%
COc1ccc(NC(=O)Nc2ccc3oc(C)nc3c2)cc1,-110%,14%,8%,i,1.5,0.1%,0.6%,-2%[20 µM],-50%,·
C=CCOc1c(Br)cc(CNc2nccs2)cc1OC,16%,-19%,-3%,i,1.2,-0.4%,-0.3%,-7%,-28%,-1.7%
CCn1c(CC(=O)Nc2ccc(F)cc2)nnc1SCC(=O)Nc1nnc(C)s1,6%,0%,0%,i,0.2,1.2%,-0.1%,-5%,3%,-2.3%
Cn1ccnc1SCC(=O)Nc1cccc(S(=O)(=O)N2CCCCCC2)c1,-3%,-2%,0%,i,1.2,-2.5%,1.5%,-44%,29%,4.8%
CCc1nnc(NS(=O)(=O)c2ccc(NC(=O)c3ccccc3OC)cc2)s1,17%,4%,11%,i,0.9,4.4%,0.1%,-4%,-16%,3.9%
Cc1c(NC(=O)c2c(N)sc3c2CCCC3)c(=O)n(-c2ccccc2)n1C,-6%,-11%,-3%,i,0.7,2.7%,-0.4%,-6%,-19%,-0.8%
COc1ccc(-n2c(=O)[nH]cc(C(=O)Nc3ccc(NC(C)=O)cc3)c2=O)cc1,24%,6%,1%,i,9.2,4.6%,-0.2%,-14%,-12%,-1.5%
C=CCNC(=O)c1c(N)n(-c2cccc(S(N)(=O)=O)c2)c2nc3ccccc3nc12,2%,1%,4%,i,0.3,2.9%,-0.2%,-17%,10%,20%
COc1ccc(-c2c(C)n([O-])c3c([n+]2=O)CCCC3)c(OC)c1,1%,-6%,0%,i,13,0.7%,-0.1%,4%,-26%,-0.4%
C/C(=N\NS(=O)(=O)c1ccc(Cl)c([N+](=O)[O-])c1)c1ccc(C)o1,4%,-7%,6%,i,1.1,2.8%,-0.1%,-40%,-26%,1.5%
Cc1cccc(OCc2nnc(SCC(=O)OC3CCCCC3)o2)c1,-1%,-3%,5%,i,1.0,-2.4%,-0.3%,1%,1%,-5.0%
Cc1c(C(=O)N2CC(C)OC(C)C2)[nH]c2ccc(Br)cc12 (centres undefined),10%,-5%,1%,i,0.4,-1.4%,0.0%,4%,-10%,-4.6%
COc1ccc(C(=O)Nc2c3c(nn2-c2cccc(Cl)c2)CS(=O)C3)cc1 (centres undefined),-6%,7%,-1%,i,1.3,8.1%,-0.1%,-25%,-15%,1.3%
Cc1ccc(C(=O)COc2ccccc2N2C(=O)c3ccccc3C2=O)cc1,-15%,-1%,-6%,i,0.1,-0.2%,1.7%,41%,-34%,-3.1%
CCCC(=O)Oc1ccc(N(C(=O)CCC)S(=O)(=O)c2cccc([N+](=O)[O-])c2)cc1,18%,2%,12%,i,0.6,0.6%,-0.2%,14%,21%,-0.8%

# Compound activity deposited in PubChem BioAssay by several laboratories.
